Bioassay records deposited in PubChem by several laboratories.
Neddyl block – inhibitors of cullin neddylation, primary screen, biochemical, TR-FRET, uHTS, NAE and Ubc12; calls only at 25 µM; actives 0.58% (n = 360,000); AID 651699, 2012; in the data active = inhibition above about 36%
MsrA inh – bovine MsrA enzyme inhibitors, primary screen, biochemical, absorbance, HTS; actives 0.75% (n = 360,000); purified bovine MsrA, absorbance read-out; inhibition, % at 15.5 µM; in the data active = inhibition above about 4.5%;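 also: 0% = vehicle wells with enzyme and 100% = reference inhibitor wells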
SKN-1 block – suppressors of acrylamide-induced Pgst-4::GFP reporter in worms, primary screen, SKN-1 inhibitor project, whole organism, uHTS, GFP/RFP fluorescence ratio, strain VP596; C. elegans VP596 Pgst-4::GFP/RFP ratio, 24 h; inhibition, % at 21.8 µM; actives 0.49% (n = 360,000); AID 624304, 2012;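 active = interference check ratio from 0.5 to 1.5 plus GFP to RFP signal ratio inhibition reaching or exceeding a fixed threshold, cut at about 30% in these data, passing the limit was not always enough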; also: some compounds called inactive have numbers as strong as hits
NRP1-CendR mod – modulators of CendR peptide binding to NRP-1, primary screen, biochemical, fluorescence polarization, uHTS. AID 602438, 2012. Neuropilin-1 (Homo sapiens), O14786. FAM-RPARPAR peptide binding to NRP-1. inhibition, % at 25 µM. actives 0.85% (n = 360,000);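 active = inhibition or corrected inhibition above about 18%, plus a signal ratio from 0.5 to 1.5, limit read from the data, passing the limit was not always enough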; also: strong numbers were not always called active
FAS TE block – FAS thioesterase domain inhibitors, primary screen, biochemical, fluorescence intensity, uHTS. recombinant FAS-TE, OMFH fluorogenic substrate, fluorescence endpoint. inhibition, % at 15 µM. actives 0.67% (n = 360,000);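 active = compounds whose normalised, plate-corrected inhibition of enzyme fluorescence in the single-dose primary screen is 50% or more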;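 also: 0% = DMSO with enzyme and 100% = substrate without enzyme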
MsrA act – bovine MsrA enzyme activators, primary screen, biochemical, absorbance, HTS. purified bovine MsrA, absorbance read-out. activation, % at 10.6 µM. actives 0.3% (n = 360,000). AID 602163, 2012; in the data active = activation above about 7.5%;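 also: 0% = vehicle and 100% = reference activator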
E coli Lon inh – inhibitors of E. coli Lon protease, primary screen, biochemical, fluorescence polarization | purified E. coli Lon protease | actives 0.42% (n = 360,000) | AID 602123, 2011 | inhibition, % at 7.94 µM; in the data active = inhibition above about 13%, passing the limit was not always enough;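 also: 0% = enzyme with probe and DMSO and 100% = no enzyme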
Target sequence (P0A9M0 whole entry, looked up): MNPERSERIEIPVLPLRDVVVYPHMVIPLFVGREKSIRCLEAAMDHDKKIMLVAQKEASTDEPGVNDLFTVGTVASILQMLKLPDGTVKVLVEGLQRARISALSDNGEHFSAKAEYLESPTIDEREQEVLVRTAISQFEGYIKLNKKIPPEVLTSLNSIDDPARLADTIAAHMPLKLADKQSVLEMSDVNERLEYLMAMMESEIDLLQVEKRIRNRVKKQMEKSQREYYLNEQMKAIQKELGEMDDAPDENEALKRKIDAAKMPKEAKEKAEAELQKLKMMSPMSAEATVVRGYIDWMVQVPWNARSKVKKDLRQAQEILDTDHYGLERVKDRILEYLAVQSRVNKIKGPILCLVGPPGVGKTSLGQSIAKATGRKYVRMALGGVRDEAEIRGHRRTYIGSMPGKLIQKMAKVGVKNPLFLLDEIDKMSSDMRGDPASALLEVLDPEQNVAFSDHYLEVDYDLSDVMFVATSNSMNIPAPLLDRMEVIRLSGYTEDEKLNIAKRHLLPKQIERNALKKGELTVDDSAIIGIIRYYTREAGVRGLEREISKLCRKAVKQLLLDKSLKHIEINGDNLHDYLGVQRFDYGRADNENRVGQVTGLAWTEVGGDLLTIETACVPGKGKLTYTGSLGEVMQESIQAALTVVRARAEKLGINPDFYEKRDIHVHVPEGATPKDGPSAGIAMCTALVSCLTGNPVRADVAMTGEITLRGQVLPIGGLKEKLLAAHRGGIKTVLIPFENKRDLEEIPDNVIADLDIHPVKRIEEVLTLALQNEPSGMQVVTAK
MT1-MMP act inh – blockers of MT1-MMP proenzyme processing, primary screen, HT1080 RFP-PRO-GFP cells, GFP/RFP fluorescence; Matrix metalloproteinase-14 (Homo sapiens), P50281; GFP/RFP ratio fluorescence, overnight; percent of plate control window, DMSO zero; GFP/RFP ratio change, % at 20 µM; actives 0.061% (n = 360,000);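 active = GFP/RFP ratio change of at least 30% with cell ATP level not reduced by more than half and red fluorescence within 50% of control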; also: strong numbers were not always called active
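system = RFP-PRO-GFP reporter HT1080 cells | dosing = 20 µM single dose, 1% DMSO | timing = overnight cell settling, then overnight compound exposure, 37 °C, 5% CO2 | read-out basis = GFP/RFP fluorescence ratio | controls = DMSO and RFP-L50D-GFP cell wells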
Rin1-Abl PPI inh – inhibitors of Rin1-Abl protein binding, primary screen, biochemical, TR-FRET; Tyrosine-protein kinase ABL1 (Homo sapiens) + Ras and Rab interactor 1 (Homo sapiens), …; inhibition, % at 7.35 µM; actives 0.4% (n = 360,000); AID 588664, 2011; in the data active = inhibition above about 5%, passing the limit was not always enough
An asterisk follows results filed as active.

Results for NC(=O)C1c2ccccc2CSc2ccccc21 (configuration not stated) ?
Neddyl block: inactive; MsrA inh: 0.3; SKN-1 block: -12.9; NRP1-CendR mod: 1.3; FAS TE block: -2.9; MsrA act: -2.3; E coli Lon inh: -14.5; MT1-MMP act inh: -1.2; Rin1-Abl PPI inh: -0.1

Results for COc1ccc(N2CC(C(=O)Nc3ccc(S(=O)(=O)Nc4nccs4)cc3)CC2=O)cc1 (configuration not stated) ?
Neddyl block: inactive; MsrA inh: 0.0; SKN-1 block: 1.0; NRP1-CendR mod: 0.9; FAS TE block: -7.6; MsrA act: -8.3; E coli Lon inh: -1.5; MT1-MMP act inh: 5.6; Rin1-Abl PPI inh: 1.7

Results for CCCCCCCNC(=O)C1(CC2CC(c3ccc(Cl)cc3)=NO2)CCN(C(=O)Cc2ccc(F)cc2)CC1 (configuration not stated) ?
Neddyl block: inactive; MsrA inh: -0.8; SKN-1 block: 7.9; NRP1-CendR mod: -8.6; FAS TE block: 19.9; MsrA act: -1.4; E coli Lon inh: -9.2; MT1-MMP act inh: -38.0; Rin1-Abl PPI inh: -0.9

What do the screens show for `O=c1nc(-c2ccccc2)n(-c2ccccc2)c2ncccc12`?
Neddyl block: inactive; MsrA inh: -0.1; SKN-1 block: 18.9; NRP1-CendR mod: 0.2; FAS TE block: -7.3; MsrA act: -3.2; E coli Lon inh: 3.5; MT1-MMP act inh: -1.0; Rin1-Abl PPI inh: 0.7

What do the screens show for `CCN(CC(=O)Nc1c(F)cccc1F)C(=O)/C=C/c1cn(Cc2ccccc2)nc1-c1cccnc1`?
Neddyl block: inactive; MsrA inh: 1.3; SKN-1 block: -14.3; NRP1-CendR mod: -38.0; FAS TE block: -4.4; MsrA act: -6.7; E coli Lon inh: -36.2; MT1-MMP act inh: -4.0; Rin1-Abl PPI inh: 3.4

What do the screens show for `Cc1cc(NC(=O)CSc2nnc3c(C)cc4ccccc4n23)no1`?
Neddyl block: inactive; MsrA inh: 0.6; SKN-1 block: 4.5; NRP1-CendR mod: -0.2; FAS TE block: -4.8; MsrA act: -1.8; E coli Lon inh: 1.4; MT1-MMP act inh: 3.6; Rin1-Abl PPI inh: -0.9

How did Cc1cc(NC(=O)C2CC(=O)OC2c2ccccc2)no1 (configuration not stated) do in these assays?
Neddyl block: inactive; MsrA inh: 0.7; SKN-1 block: 3.4; NRP1-CendR mod: -11.2; FAS TE block: -11.6; MsrA act: -2.3; E coli Lon inh: 1.4; MT1-MMP act inh: -3.6; Rin1-Abl PPI inh: -1.6

How did COc1ccc(-c2nc(C#N)c(NCC3CCCO3)o2)cc1OC (configuration not stated) do in these assays?
MsrA inh: 2.0; SKN-1 block: 7.0; NRP1-CendR mod: 3.8; FAS TE block: -4.9; MsrA act: -2.9; E coli Lon inh: -3.3; MT1-MMP act inh: 7.4; Rin1-Abl PPI inh: -1.6

What do the screens show for `CCOC(=O)c1ccc(NC(=O)COC)cc1`?
Neddyl block: inactive; MsrA inh: 0.8; SKN-1 block: -0.5; NRP1-CendR mod: 3.0; FAS TE block: -0.4; MsrA act: 2.7; E coli Lon inh: 3.9; MT1-MMP act inh: 1.1; Rin1-Abl PPI inh: 0.8

What do the screens show for `CCc1ccc(CN2CCC(CO)(CC3CCCCO3)CC2)o1` (configuration not stated)?
Neddyl block: inactive; MsrA inh: 1.9; SKN-1 block: 1.4; NRP1-CendR mod: 12.3; FAS TE block: -2.9; MsrA act: -4.7; E coli Lon inh: 0.8; MT1-MMP act inh: -2.7; Rin1-Abl PPI inh: 2.0

What do the screens show for `Cc1ccc(C)c(NC(=O)C(Sc2nncn2C)c2ccccc2)c1` (configuration not stated)?
Neddyl block: inactive; MsrA inh: -0.5; SKN-1 block: -23.7; NRP1-CendR mod: -4.9; FAS TE block: 1.2; MsrA act: -8.6; E coli Lon inh: -0.3; MT1-MMP act inh: 1.2; Rin1-Abl PPI inh: -1.3

What do the screens show for `O=C(Nc1ccc(F)cc1F)N1CCCN(c2ccc([N+](=O)[O-])cn2)CC1`?
Neddyl block: inactive; MsrA inh: 2.0; SKN-1 block: -0.1; NRP1-CendR mod: 0.9; FAS TE block: 3.6; MsrA act: -4.7; E coli Lon inh: 0.9; MT1-MMP act inh: 6.5; Rin1-Abl PPI inh: -2.9

How did c1ccc2[nH]c(NCc3ccc4c(c3)OCO4)nc2c1 do in these assays?
Neddyl block: inactive; MsrA inh: 0.2; SKN-1 block: 3.1; NRP1-CendR mod: -7.1; FAS TE block: -6.6; MsrA act: -3.8; E coli Lon inh: 1.3; MT1-MMP act inh: -3.6; Rin1-Abl PPI inh: 3.8

Results for O=C1NC2(CCCc3ccccc32)C(=O)N1CCOc1ccc(Br)cc1 (configuration not stated) ?
Neddyl block: inactive; MsrA inh: -1.4; SKN-1 block: -5.3; NRP1-CendR mod: 2.2; FAS TE block: 11.4; MsrA act: -2.7; E coli Lon inh: -1.4; MT1-MMP act inh: 0.2; Rin1-Abl PPI inh: 1.4

How did CCn1nccc1C(=O)Nc1ccccc1OC do in these assays?
Neddyl block: inactive; MsrA inh: 0.1; SKN-1 block: 20.4; NRP1-CendR mod: 11.4; FAS TE block: -5.4; MsrA act: -2.9; E coli Lon inh: -10.1; MT1-MMP act inh: 1.1; Rin1-Abl PPI inh: 1.4

Results for CCN(CC)CCN1C(=O)c2ccccc2NC1c1ccc(Br)cc1 (configuration not stated) ?
MsrA inh: -0.3; SKN-1 block: 3.1; NRP1-CendR mod: 0.2; FAS TE block: -2.4; MsrA act: -1.9; E coli Lon inh: -6.5; MT1-MMP act inh: 2.4; Rin1-Abl PPI inh: 2.5

What do the screens show for `C[C@H](NC(=O)c1ccco1)C(=O)NC1CCCCCC1`?
Neddyl block: inactive; MsrA inh: 0.5; SKN-1 block: -0.5; NRP1-CendR mod: -1.5; FAS TE block: -7.0; MsrA act: 2.8; E coli Lon inh: -0.5; MT1-MMP act inh: -3.2; Rin1-Abl PPI inh: 5.2

What do the screens show for `CCOC(=O)C1(C)NC(c2ccc(O)cc2)C2C(=O)N(c3ccccc3)C(=O)C21` (configuration not stated)?
Neddyl block: inactive; MsrA inh: 0.1; SKN-1 block: 18.0; NRP1-CendR mod: 8.7; FAS TE block: -6.5; MsrA act: -3.1; E coli Lon inh: 1.6; MT1-MMP act inh: 0.8; Rin1-Abl PPI inh: 0.6

Results for O=C1C2ON(c3ccccc3)C(c3ccncc3)C2C(=O)N1c1ccc(N2CCOCC2)cc1 (configuration not stated) ?
Neddyl block: inactive; MsrA inh: -0.4; SKN-1 block: -6.0; NRP1-CendR mod: -1.1; FAS TE block: -8.4; MsrA act: -10.2; E coli Lon inh: -6.5; MT1-MMP act inh: -1.0; Rin1-Abl PPI inh: 0.1

What do the screens show for `CC1CCCC(NC(=O)COC(=O)c2cc(S(=O)(=O)N3CCOCC3)ccc2F)C1C` (configuration not stated)?
Neddyl block: inactive; MsrA inh: -0.9; SKN-1 block: -6.1; NRP1-CendR mod: 6.8; FAS TE block: 8.1; MsrA act: -11.4; E coli Lon inh: 6.7; MT1-MMP act inh: 7.4; Rin1-Abl PPI inh: 3.1

How did CCCCNC(=O)Cn1c2c(c(-c3ccccc3Cl)cc1=O)CCC2 do in these assays?
Neddyl block: inactive; MsrA inh: 3.2; SKN-1 block: -2.8; NRP1-CendR mod: 4.8; FAS TE block: -1.8; MsrA act: -1.4; E coli Lon inh: 2.4; MT1-MMP act inh: 0.4; Rin1-Abl PPI inh: -1.7

Results for CN(CC(=O)Nc1cccc(F)c1)C(=O)CCc1nc2ccccc2c(=O)[nH]1 ?
Neddyl block: inactive; MsrA inh: 0.2; SKN-1 block: 0.4; NRP1-CendR mod: 0.5; FAS TE block: -7.0; MsrA act: -3.5; E coli Lon inh: -11.5; MT1-MMP act inh: 1.1; Rin1-Abl PPI inh: 3.3

How did CS(=O)(=O)N(CC(=O)Nc1cccc(Cl)c1Cl)c1ccccc1 do in these assays?
Neddyl block: inactive; MsrA inh: 0.6; SKN-1 block: -5.5; NRP1-CendR mod: 1.0; FAS TE block: 2.6; MsrA act: 3.1; E coli Lon inh: 10.6; MT1-MMP act inh: -2.4; Rin1-Abl PPI inh: -4.0

What do the screens show for `Cc1cccc(OCC(=O)NCCCNC(=O)c2ccccn2)c1`?
Neddyl block: inactive; MsrA inh: 0.1; SKN-1 block: 5.3; NRP1-CendR mod: -0.4; FAS TE block: -6.5; MsrA act: -1.7; E coli Lon inh: -8.8; MT1-MMP act inh: -2.0; Rin1-Abl PPI inh: -1.3

What do the screens show for `Cc1ccc(S(=O)(=O)NC(CC(=O)O)c2cccs2)cc1` (configuration not stated)?
Neddyl block: inactive; MsrA inh: 1.0; SKN-1 block: 16.4; NRP1-CendR mod: 0.9; FAS TE block: -6.3; MsrA act: -2.9; E coli Lon inh: -0.7; MT1-MMP act inh: 1.8; Rin1-Abl PPI inh: -1.9

What do the screens show for `CC1(C(=O)NS(=O)(=O)c2cccc(C#N)c2)CCN1C(=O)c1cccc2ccccc12` (configuration not stated)?
Neddyl block: inactive; MsrA inh: -0.1; SKN-1 block: 14.8; NRP1-CendR mod: -12.5; FAS TE block: -4.4; MsrA act: 0.1; E coli Lon inh: -0.8; MT1-MMP act inh: -0.1; Rin1-Abl PPI inh: -4.6

What do the screens show for `Cc1cccc(C)c1N1CCN(C(=O)Nc2ccc3c(c2)OCCO3)CC1`?
Neddyl block: inactive; MsrA inh: -0.3; SKN-1 block: 5.1; NRP1-CendR mod: -5.1; FAS TE block: 15.7; MsrA act: -8.8; E coli Lon inh: -0.6; MT1-MMP act inh: 0.6; Rin1-Abl PPI inh: 2.4

How did CC(C)(C)NC(=O)/C(=C/c1ccccc1F)NC(=O)c1ccc([N+](=O)[O-])cc1 do in these assays?
Neddyl block: inactive; MsrA inh: 0.9; SKN-1 block: 3.6; NRP1-CendR mod: 13.6; FAS TE block: 41.6; MsrA act: 2.8; E coli Lon inh: 5.5; MT1-MMP act inh: -2.1; Rin1-Abl PPI inh: -1.2

How did CN(Cc1ncc[nH]1)C(=O)c1cc(COc2c(F)cccc2F)on1 do in these assays?
Neddyl block: inactive; MsrA inh: 0.6; SKN-1 block: 3.6; NRP1-CendR mod: 2.2; FAS TE block: -8.5; MsrA act: -3.6; E coli Lon inh: 1.6; MT1-MMP act inh: -1.0; Rin1-Abl PPI inh: 1.9

What do the screens show for `CN=C1SC(CC(=O)Nc2ccc(C(C)=O)cc2)C(=O)N1C` (configuration not stated)?
Neddyl block: inactive; MsrA inh: 0.7; SKN-1 block: 8.7; NRP1-CendR mod: -4.8; FAS TE block: -1.1; MsrA act: -1.2; E coli Lon inh: -4.8; MT1-MMP act inh: 2.5; Rin1-Abl PPI inh: -2.0

Results for O=C(CCC1CCCN(C(=O)Cn2cnnn2)C1)NCc1ccccc1F (configuration not stated) ?
Neddyl block: inactive; MsrA inh: 0.3; SKN-1 block: -3.6; NRP1-CendR mod: 0.0; FAS TE block: -3.7; MsrA act: -3.3; E coli Lon inh: -2.1; MT1-MMP act inh: -1.2; Rin1-Abl PPI inh: -3.4
